Screens (PubChem)
USP10 block: blocks human USP10 ubiquitin-rhodamine cleavage; purified USP10, Ub-rhodamine fluorescence, 60 min; AID 1645856; inhibition, % at 20 µM; 1.1% of 47,000 active
USP30 inh: human USP30 deubiquitinase inhibition. purified USP30, Ub-rhodamine cleavage fluorescence. inhibition, % at 25 µM. 5.3% of 47,000 active. Q70CQ3
USP28 inh: blocks human USP28 ubiquitin-rhodamine cleavage; 3% of 47,000 active; inhibition, % at 25 µM; purified USP28, Ub-rhodamine cleavage fluorescence, 30 min; AID 1645857
USP7 inh: human USP7 deubiquitinase inhibition; purified USP7, Ub-rhodamine cleavage fluorescence; inhibition, % at 20 µM; 0.3% of 47,000 active
Target sequence (Q93009 whole entry, looked up): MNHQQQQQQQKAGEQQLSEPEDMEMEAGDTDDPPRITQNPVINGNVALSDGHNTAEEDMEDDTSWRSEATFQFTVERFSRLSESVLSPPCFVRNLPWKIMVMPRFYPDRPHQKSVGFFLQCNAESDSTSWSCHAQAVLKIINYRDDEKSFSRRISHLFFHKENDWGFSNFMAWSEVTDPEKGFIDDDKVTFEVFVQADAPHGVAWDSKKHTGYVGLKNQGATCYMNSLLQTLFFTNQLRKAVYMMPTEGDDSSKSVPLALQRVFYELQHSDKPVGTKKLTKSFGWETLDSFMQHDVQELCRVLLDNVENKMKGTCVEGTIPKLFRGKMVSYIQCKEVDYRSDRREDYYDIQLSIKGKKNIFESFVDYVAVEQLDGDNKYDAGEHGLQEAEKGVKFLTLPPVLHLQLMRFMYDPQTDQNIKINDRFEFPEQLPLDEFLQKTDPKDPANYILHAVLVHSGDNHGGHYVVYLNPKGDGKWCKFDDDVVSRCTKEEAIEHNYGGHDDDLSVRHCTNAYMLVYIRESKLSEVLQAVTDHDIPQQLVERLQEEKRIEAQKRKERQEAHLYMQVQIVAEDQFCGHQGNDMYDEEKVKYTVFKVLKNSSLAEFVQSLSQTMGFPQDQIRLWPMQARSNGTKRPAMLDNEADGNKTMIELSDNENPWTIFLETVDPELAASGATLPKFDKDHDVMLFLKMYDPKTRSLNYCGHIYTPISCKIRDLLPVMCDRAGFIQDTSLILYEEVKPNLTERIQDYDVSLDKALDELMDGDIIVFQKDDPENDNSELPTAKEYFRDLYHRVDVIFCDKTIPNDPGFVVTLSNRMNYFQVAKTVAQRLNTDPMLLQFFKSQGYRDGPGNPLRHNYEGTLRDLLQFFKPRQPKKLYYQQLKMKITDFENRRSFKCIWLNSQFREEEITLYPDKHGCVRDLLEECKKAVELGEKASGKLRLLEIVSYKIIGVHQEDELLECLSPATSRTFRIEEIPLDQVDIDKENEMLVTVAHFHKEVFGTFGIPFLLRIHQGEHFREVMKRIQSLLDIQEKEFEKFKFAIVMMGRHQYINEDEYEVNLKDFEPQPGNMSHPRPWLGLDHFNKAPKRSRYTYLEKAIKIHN
OTUD3 inh: blocks human OTUD3 ubiquitin-rhodamine cleavage | Q5T2D3 | purified OTUD3, Ub-rhodamine fluorescence, 2 h | inhibition, % at 25 µM | 0.7% of 47,000 active
UCHL1 inh: blocks human UCHL1 ubiquitin-rhodamine cleavage; P09936; purified UCHL1, Ub-rhodamine cleavage fluorescence; inhibition, % at 20 µM; 0.2% of 47,000 active; AID 1645859
USP8 block: human USP8 deubiquitinase inhibition; P40818; purified USP8, Ub-rhodamine cleavage fluorescence, 30 min; inhibition, % at 20 µM; 4.2% of 47,000 active
USP17 block: blocks human USP17 ubiquitin-rhodamine cleavage; purified USP17, Ub-rhodamine cleavage fluorescence, 3 h; AID 1645855; inhibition, % at 50 µM; 6.5% of 47,000 active
Starred values were filed as active, the others as inactive; . = no result given. No stated cut-off is given here; in the data, active means inhibition above about 30%; inactive means the rest.

SMILES | USP10 block | USP30 inh | USP28 inh | USP7 inh | OTUD3 inh | UCHL1 inh | USP8 block | USP17 block
O=C(Nc1ccc2c(c1)OCCO2)C1=CCN(Cc2ccccc2F)CC1 | 2 | 4 | 40* | 0 | 4 | 1 | -4 | -4
CN1CCN(Cc2cccnc2)C(=O)C12CCN(Cc1ccc[nH]1)CC2 | -8 | -14 | 55* | -139 | 6 | 0 | 40* | 46*
Cc1cccc2nnc(N3CCCC(C(=O)Nc4ccccc4)C3)n12 (stereo unspecified) | -3 | 8 | 6 | 3 | 13 | 0 | -4 | 4
COc1ccccc1S(=O)(=O)N1CCCC(c2nn(C)c3nccnc23)C1 (stereo unspecified) | 2 | -13 | 0 | -4 | 2 | -5 | -3 | -1
Cc1cccc(-c2nnc(-c3cccc(S(=O)(=O)N4CCCC4)c3)o2)c1 | 4 | 11 | 4 | 4 | 11 | 1 | 12 | 6
O=C(NCc1ccc2c(c1)OCO2)[C@H]1C=CCN1C(=O)c1ccc(F)cc1 | 3 | -5 | -4 | 0 | 0 | 0 | -3 | 0
Cc1cnc(CN2CCCC(c3ccc4cn[nH]c4n3)C2)cn1 (stereo unspecified) | 0 | -2 | 0 | 2 | 47* | 0 | 2 | -12
Cc1cc(C(=O)N2CCc3ccccc3C2)c2ccccc2n1 | -2 | -234 | -54 | -7 | -47 | -6 | -23 | -73
CCOc1ccccc1NC(=O)c1cc(S(=O)(=O)N2CCN(c3ccccn3)CC2)ccc1F | 1 | -5 | -5 | 8 | -1 | -1 | -9 | -7
COc1cccc(C(=O)N2CC[C@@H]3Oc4ccccc4S(=O)(=O)N(C)[C@H]3CC2)c1 | -2 | -57 | 13 | -3 | 6 | -2 | -3 | -4
CC(=O)Nc1ccc(S(=O)(=O)N2CCN(Cc3nnnn3-c3ccccc3)CC2)cc1 | 1 | -30 | -11 | -1 | -7 | -3 | -3 | -24
COc1ccc(CN(C(=O)CN2C(=O)c3ccccc3S2(=O)=O)c2ccccc2O)cc1 | 6 | -5 | 12 | -2 | 0 | 3 | 0 | 0
CCCCNc1nc2ccncc2n(Cc2ccccc2)c1=O | 1 | . | . | -54 | 3 | 1 | 0 | 30
Cc1cccc(N2CCN(C(C)c3nc4ccccc4c(=O)[nH]3)CC2)c1C (stereo unspecified) | -2 | 4 | 3 | -1 | 4 | 0 | 6 | 3
NC(=O)C1CCN(C(=O)c2ccc3nc(-n4cccc4)sc3c2)CC1 | -4 | -30 | -4 | -2 | 5 | -2 | 12 | -3
Cc1nc(NCc2ccco2)nc2c1COCC21CCN(C(=O)CCC(C)C)C1 (stereo unspecified) | -7 | -72 | -28 | -14 | -15 | -5 | -21 | -19
Cc1cc(C)c(NC(=O)c2ccc3c(c2)S(=O)(=O)N=C2CCCCCN23)c(C)c1 | -2 | -2 | -24 | 1 | -6 | -2 | -7 | -11
Cc1ccc(NC(=O)C2C3C=CC4(O3)C2C(=O)N(CCCN2CCN(Cc3ccccc3)CC2)C4C(=O)NC2CCCCC2)cc1C (stereo unspecified) | -3 | -1 | 0 | -51 | -4 | 2 | -14 | -4
O=C(C1CCCN(S(=O)(=O)c2cccs2)C1)N1CCN(c2ccc(F)cc2)CC1 (stereo unspecified) | -2 | -21 | -6 | -2 | -11 | -4 | -2 | -17
COc1cccc(CN2Cc3ccccc3OCC2=O)c1 | 0 | 0 | 0 | 4 | 0 | 0 | 7 | -1

Of the compounds above, four contain a halogen:
SMILES | USP10 block | USP30 inh | USP28 inh | USP7 inh | OTUD3 inh | UCHL1 inh | USP8 block | USP17 block
O=C(Nc1ccc2c(c1)OCCO2)C1=CCN(Cc2ccccc2F)CC1 | 2 | 4 | 40* | 0 | 4 | 1 | -4 | -4
O=C(NCc1ccc2c(c1)OCO2)[C@H]1C=CCN1C(=O)c1ccc(F)cc1 | 3 | -5 | -4 | 0 | 0 | 0 | -3 | 0
CCOc1ccccc1NC(=O)c1cc(S(=O)(=O)N2CCN(c3ccccn3)CC2)ccc1F | 1 | -5 | -5 | 8 | -1 | -1 | -9 | -7
O=C(C1CCCN(S(=O)(=O)c2cccs2)C1)N1CCN(c2ccc(F)cc2)CC1 (stereo unspecified) | -2 | -21 | -6 | -2 | -11 | -4 | -2 | -17

An excerpt from above in order of the OTUD3 inh value, high to low:
SMILES | USP10 block | USP30 inh | USP28 inh | USP7 inh | OTUD3 inh | UCHL1 inh | USP8 block | USP17 block
NC(=O)C1CCN(C(=O)c2ccc3nc(-n4cccc4)sc3c2)CC1 | -4 | -30 | -4 | -2 | 5 | -2 | 12 | -3
O=C(Nc1ccc2c(c1)OCCO2)C1=CCN(Cc2ccccc2F)CC1 | 2 | 4 | 40* | 0 | 4 | 1 | -4 | -4
Cc1cc(C(=O)N2CCc3ccccc3C2)c2ccccc2n1 | -2 | -234 | -54 | -7 | -47 | -6 | -23 | -73

Additional results follow.
SMILES | USP10 block | USP30 inh | USP28 inh | USP7 inh | OTUD3 inh | UCHL1 inh | USP8 block | USP17 block
COc1cc(NC(=O)N2CCCC(CN3CCc4ccccc4C3)C2)cc(OC)c1OC (stereo unspecified) | -2 | 10 | 9 | -11 | 9 | 3 | 3 | 5
Cc1cc(N2CCC(NC(=O)NCc3ccccc3)C2=O)ccc1F (stereo unspecified) | 5 | 1 | 0 | 6 | -2 | 0 | 11 | 8
Cc1ccccc1C(=O)Nc1ccc2c(c1)Sc1ncccc1C(=O)N2C | -6 | -51 | -7 | -8 | -8 | -9 | 10 | 5
FC(F)(F)c1nc(-c2cccnc2)ncc1-c1nnnn1-c1ccc(Cl)cc1 | 6 | 11 | 6 | 0 | 0 | 5 | 16 | 4
CC(C)NC(=O)CN1CCC2(CC1)Nc1ccccc1C1=NCCN12 | -4 | -97 | -27 | 0 | -21 | -2 | -10 | -20
COc1ccc(OC)c(N(C(=O)CCCC(=O)Nc2ccccn2)C(C(=O)NC2CCCCC2)c2ccc(F)cc2)c1 (stereo unspecified) | 11 | 9 | -4 | 0 | -3 | -1 | 6 | 35*
CCOc1ccc(-c2nnc(SCC(=O)N3CCc4ccccc43)o2)cc1 | -1 | 1 | -7 | 0 | 0 | -5 | 2 | 0
O=C(Nc1ccc(C(=O)N2CCCC2)cc1)c1ccccc1C(=O)c1ccc(F)cc1 | 1 | 17 | 15 | 2 | 3 | 2 | 9 | -1
Cc1noc(C)c1CN1CCC(NC(=O)c2cccc(C#N)c2)C1 (stereo unspecified) | 0 | -7 | -9 | 2 | -8 | -1 | -10 | -8
COCCCn1c(C(=O)NCC(=O)OC(C)C)cc2c(=O)n3cccc(C)c3nc21 | 3 | 14 | 7 | 4 | 11 | 4 | 1 | 10
COCCCn1cnc2c([nH]c3ccc(Br)cc32)c1=O | 2 | . | . | -33 | 4 | 1 | -4 | 65*
COc1ccc(S(=O)(=O)NC(C)C(=O)NCCCO)cc1C (stereo unspecified) | -4 | -26 | 5 | 0 | -3 | -6 | -150 | -28
COc1ccc(-n2c(=O)c3ccccc3n(CC(=O)NCC3CCCO3)c2=O)cc1OC (stereo unspecified) | 3 | 22 | 2 | 4 | 19 | 2 | 0 | 16
O=C(Nc1ncn[nH]1)C1CCCN1S(=O)(=O)c1ccc(Cl)cc1 (stereo unspecified) | 0 | 26 | 13 | 4 | 14 | 2 | -2 | 7
Cc1ccccc1CNc1nc(N2CCCC2)nc2c1cnn2C | 7 | -35 | -19 | -26 | -18 | 0 | -11 | -17
Cc1ccccc1NC(=O)N1CC[C@@H]2CN(CCc3ccccc3)S(=O)(=O)[C@@H]2CC1 | -1 | -24 | -17 | -7 | -12 | -4 | -6 | -14
Cc1nn(-c2ccccc2)cc1-c1noc(C(=O)NCc2ccccc2Cl)n1 | 2 | 13 | 10 | 3 | 3 | 0 | 7 | 11
Cc1cccc(-n2cc(-c3ccccc3)c3c(NCc4ccccn4)ncnc32)c1 | 1 | 21 | 7 | 8 | 0 | 8 | -4 | 0
COc1ccc(-c2ocnc2C(=O)NCc2cccc(OC)c2)cc1 | 2 | 23 | 44* | 3 | 11 | 3 | 11 | 22
Cn1cc(CCNC(=O)NCc2ccccc2)c2cccnc21 | 1 | 24 | 15 | 2 | 12 | 5 | 13 | 7
COC(=O)c1ccc(NC(=O)C(=O)CC(=O)c2ccc(OC)cc2)cc1 | -5 | -85 | -27 | -3 | -23 | -4 | -106 | -2
Cc1occc1-c1nnc(SC(C)C(=O)NCCc2ccccc2)o1 (stereo unspecified) | 3 | -7 | -4 | -10 | 0 | -3 | -50 | -3
COc1cc(C2CCN(C(=O)Nc3ccc(C)cc3)CC2)on1 | -3 | 1 | -1 | -2 | 0 | -1 | 3 | .
O=C(Nc1cccnc1)c1nc2c(s1)CCN(C(=O)c1ccccc1)CC2 | 2 | 1 | -3 | 0 | 0 | -3 | -24 | -4
Cc1ccc(NC(=O)N2CCN(C3=CC4=NCC(C)N4C=N3)CC2)c(C)c1 (stereo unspecified) | 3 | 12 | 11 | 7 | 4 | 3 | 17 | 17
Cc1nnc(-c2coc(S(=O)(=O)N3CCN(c4ccc(F)cc4)CC3)c2)o1 | -8 | 17 | 4 | 2 | 19 | 2 | 10 | 14
Cc1ccc(S(=O)(=O)[C@H]2CS(=O)(=O)C[C@@H]2NCc2ccccc2C)cc1 | 1 | 28 | 10 | 2 | 14 | 2 | 16 | 6
CC(C)(C)C1CCC(C(=O)Nc2nc3c(s2)CN(Cc2ccccc2)CC3)CC1 (stereo unspecified) | -4 | -271 | -58 | -39 | -64 | -37 | -17 | -60
O=C(CCc1nnc2n(CCc3ccccc3)c(=O)c3ccccc3n12)N1CCOCC1 | 0 | 5 | 4 | -4 | 5 | -4 | -2 | 1
Cc1ccn2cc(C(=O)N3CCC4(CC3)OCCO4)nc2c1 | 1 | 0 | 0 | 0 | 0 | -4 | 9 | 4
Cc1ccc2c(c1)[C@H]1C[C@H]([C@H](O)[C@@H](CO)O1)N2Cc1ccccc1 | -3 | 15 | 10 | -3 | 4 | 1 | 14 | 4
Cc1nn(C)c(Oc2ccccc2)c1CCNC(=O)C(C)(C)C | 1 | 16 | 6 | 6 | 10 | 5 | 3 | 4
Cc1cccc(NC(=O)c2cnc3sc4c(n3c2=O)CCCC4)c1C | 0 | 3 | 13 | 12 | 2 | 5 | 2 | 10
O=C(Nc1ccccc1)c1cn(-c2ccc(S(=O)(=O)N3CCCC3)cn2)cn1 | 0 | 19 | 6 | 10 | 12 | 3 | 21 | 13
c1ccc2c(c1)ncn2-c1ccc(-c2ccnc(-c3ccncc3)n2)cc1 | 1 | -7 | -11 | 3 | 0 | -2 | -6 | -2
O=C(Cn1c(=O)n(-c2ccc(F)cc2)c2ncccc21)NCc1ccccc1 | 7 | 9 | 23 | 6 | 7 | 2 | 37* | 18
O=C(c1cnccn1)N1CCCC(c2ncc(Cc3cccc(Cl)c3)o2)C1 (stereo unspecified) | 2 | 17 | 10 | -1 | 7 | 2 | 2 | 5
N#Cc1ccc(C(=O)NC2CCN(c3cc(-c4ccccc4)[nH]n3)CC2)cc1 | -13 | -57 | -31 | -8 | -24 | -5 | -173 | -43
COc1cc(Cl)cc2c1OCC(=O)N(c1ccc(C(N)=O)cc1)C2 | 1 | -4 | 2 | 0 | 8 | 0 | -60 | -1
COc1cccc(NS(=O)(=O)c2cnc(N)nc2)c1 | -2 | . | . | 1 | 4 | 0 | -2 | -34
CSc1cccc(NC(=O)NCCN2CCNC2=O)c1 | -1 | -6 | 0 | 0 | -2 | -1 | 0 | -2
O=C(NCCCN1CCOCC1)c1nc(-c2cccc3[nH]ccc23)no1 | 0 | 2 | -10 | . | -7 | -2 | 2 | -7
CC(=O)N1CCCC(Cc2cnc(-c3cccc(C(=O)O)c3)cn2)C1 (stereo unspecified) | -3 | 27 | 7 | 2 | 9 | -1 | 5 | 15

Given as a markdown table: 4 of the compounds above.
| compound | USP10 block | USP30 inh | USP28 inh | USP7 inh | OTUD3 inh | UCHL1 inh | USP8 block | USP17 block |
| --- | --- | --- | --- | --- | --- | --- | --- | --- |
| COc1cc(Cl)cc2c1OCC(=O)N(c1ccc(C(N)=O)cc1)C2 | 1 | -4 | 2 | 0 | 8 | 0 | -60 | -1 |
| COc1cccc(NS(=O)(=O)c2cnc(N)nc2)c1 | -2 | . | . | 1 | 4 | 0 | -2 | -34 |
| CSc1cccc(NC(=O)NCCN2CCNC2=O)c1 | -1 | -6 | 0 | 0 | -2 | -1 | 0 | -2 |
| O=C(NCCCN1CCOCC1)c1nc(-c2cccc3[nH]ccc23)no1 | 0 | 2 | -10 | . | -7 | -2 | 2 | -7 |
